# DAGLB inh: diacylglycerol lipase beta (human) inhibition | Q8NCG7 | HEK293T DAGLB membrane lysate, EnzChek fluorogenic substrate | inhibition, % at 5.17 µM | 340,000 compounds, 0.059% hits; in the data active = inhibition above about 34%;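 also: 0% = enzyme with vehicle and 100% = wells lacking enzyme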
# Target sequence (Q8NCG7 whole entry, looked up): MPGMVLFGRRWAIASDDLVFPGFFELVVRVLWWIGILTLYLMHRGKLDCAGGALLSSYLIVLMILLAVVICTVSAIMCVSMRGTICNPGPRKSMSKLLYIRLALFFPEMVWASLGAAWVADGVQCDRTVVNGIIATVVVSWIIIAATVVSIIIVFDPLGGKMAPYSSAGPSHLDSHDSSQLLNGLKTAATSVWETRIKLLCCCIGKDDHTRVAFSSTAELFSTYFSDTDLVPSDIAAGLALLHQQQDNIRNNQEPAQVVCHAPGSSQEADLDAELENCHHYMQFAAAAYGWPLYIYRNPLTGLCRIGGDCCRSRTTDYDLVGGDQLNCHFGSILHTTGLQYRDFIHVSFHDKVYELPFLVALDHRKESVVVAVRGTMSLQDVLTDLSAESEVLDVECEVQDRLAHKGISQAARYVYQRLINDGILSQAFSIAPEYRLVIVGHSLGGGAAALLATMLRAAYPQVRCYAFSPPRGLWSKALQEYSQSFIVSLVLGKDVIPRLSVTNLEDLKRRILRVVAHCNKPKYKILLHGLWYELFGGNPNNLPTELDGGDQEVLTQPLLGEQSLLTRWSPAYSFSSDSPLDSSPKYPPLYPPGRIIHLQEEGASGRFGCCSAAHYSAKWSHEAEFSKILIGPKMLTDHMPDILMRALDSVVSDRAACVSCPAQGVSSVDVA
# SR-BI DiI inh: inhibitors of mouse SR-BI mediated HDL lipid uptake; AID 488896; Q61009; 320,000 compounds, 0.96% hits; ldlA[mSR-BI] CHO cells, DiI-HDL uptake fluorescence, 3 h; inhibition, % at 12.5 µM;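 active = mean replicate inhibition of at least 70% and a set share of replicates each scoring 70 or more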;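 also: 0% = median of neutral control wells and 100% = median of positive control wells; values of inactives mirror those of a sister screen read the other way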
# NSD2 HMT inh: inhibitors of human histone methyltransferase NSD2. NSD2 peptide methylation, AlphaScreen, 120 min. O96028. 310,000 compounds, 0.54% hits. inhibition, % at 12.5 µM; in the data active = inhibition above about 50%
# Keap1 Nrf2 FP: inhibitors of human Keap1-Nrf2 protein-protein interaction; AID 504523; 340,000 compounds, 0.15% hits; inhibition, % at 9.4 µM; Keap1 Kelch-Nrf2 peptide fluorescence polarization, 1536-well; in the data active = inhibition above about 12%;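 also: human Keap1 Kelch domain with fluorescein labeled Nrf2 9mer peptide probe; 0% = neutral control wells and 100% = peptide positive control; higher means more block of Keap1 binding to Nrf2 peptide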
# PvdQ acylase: P. aeruginosa PvdQ acylase inhibition | 340,000 compounds, 0.063% hits | inhibition, % at 10 µM | purified PvdQ acylase, fluorescence plate reader | AID 488965; in the data active = inhibition above about 30%, passing the limit was not always enough;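 also: 0% = vehicle neutral wells and 100% = reference inhibitor wells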
# SR-BI DiI-HDL act: SR-BI HDL lipid transfer activation; AID 504775; activation, % at 12.5 µM; 320,000 compounds, 0.096% hits; CHO ldlA[mSR-BI] cells, DiI-HDL uptake fluorescence, 3 h; 100 = double the neutral-control signal;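 active = mean replicate activation of at least 60% and every replicate at or above 60%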;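 also: 0% = median plate neutral-control signal and 100% = twice that signal; values of inactives mirror those of a sister screen read the other way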
#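 Test system: SR-BI-overexpressing, LDLR-lacking CHO cells. Measured by: DiI fluorescence, bottom read. Medium: Ham's F12 with 0.5% BSA, HEPES 25 mM, pH 7.4. Timing: 3 h uptake period with compound, 37 °C.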
# Cardiac RTF inh: cardiac RTF calcium desensitization. 340,000 compounds, 0.12% hits. AID 493244. IANBD-labeled cardiac RTF, Ca2+ fluorescence. P19429+P45379. inhibition, % at 7.15 µM;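 active = inhibition above the mean inhibition of all tested compounds plus 3 SD, cut at about 17% in these data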;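 also: assay run at fixed EC70 calcium of 1.6 mM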
# Arrestin-AP2 inh: inhibitors of human beta-arrestin and AP2 interaction; AID 504490; 340,000 compounds, 0.31% hits; inhibition, % at 10 µM; FITC-arrestin peptide / GST-AP2 beads, flow cytometry; AP2 beta2 appendage carries R879A mutation;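 active = inhibition above a set limit, near 3 SD of compounds lacking own fluorescence, cut at about 54% in these data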;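 also: plate controls were DMSO wells for no effect and 5 µM unlabelled arrestin peptide for full effect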
#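 Measured by: flow cytometry, FL1 (488/535 nm); Material: AP2 appendage R879A on GSH beads; Evaluation: percent response; Timing: pre-incubation 12 min, peptide binding 1 h, room temperature; Also added: 50 nM FITC-arrestin peptide; Medium: PBS with 0.05% Tween 20 and 0.1% BSA.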
# LANA DNA inh: inhibitors of KSHV LANA C-terminal domain DNA binding | MBP-C-LANA/FAM-LBS DNA binding, fluorescence polarization | AID 504423 | 340,000 compounds, 0.078% hits | inhibition, % at 9 µM;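 active = highest replicate inhibition at or above 60% at 9 µM, even if other replicates fall short; inactive = all replicates below 60% inhibition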;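 also: 0% = neutral control wells and 100% = 4 µM acridine orange control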
# PKA-R2B act: PKA-R2B complex activation | PKA-R2B holoenzyme dissociation, Cy5-IP20 fluorescence polarization; R2B truncated from residue 108, S112A mutant; 0% DMSO only, 100% 113 µM cGMP | P22694+P31323 | 340,000 compounds, 0.079% hits | activation, % at 11.4 µM;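 active = activation above a cutoff set at the mean over all compounds plus 3 SD, cut at about 18% in these data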;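 also: higher means more holoenzyme dissociation and a rise in polarization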
# Target sequence (P31323 whole entry, looked up, other chains not shown, the tested form may be a part): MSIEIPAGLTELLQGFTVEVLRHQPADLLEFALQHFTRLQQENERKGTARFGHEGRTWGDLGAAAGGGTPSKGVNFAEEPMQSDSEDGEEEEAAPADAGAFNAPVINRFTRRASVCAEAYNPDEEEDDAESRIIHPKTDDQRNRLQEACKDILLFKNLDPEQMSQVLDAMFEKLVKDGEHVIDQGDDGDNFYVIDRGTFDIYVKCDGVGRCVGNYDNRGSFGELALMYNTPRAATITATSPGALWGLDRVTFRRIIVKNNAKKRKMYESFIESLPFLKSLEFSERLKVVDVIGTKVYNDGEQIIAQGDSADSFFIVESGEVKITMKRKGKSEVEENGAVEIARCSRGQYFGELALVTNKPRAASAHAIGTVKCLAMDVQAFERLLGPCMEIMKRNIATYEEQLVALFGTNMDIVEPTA
# * = called active by the depositor; x = no result given.
# Under each structure – DAGLB inh	SR-BI DiI inh	NSD2 HMT inh	Keap1 Nrf2 FP	PvdQ acylase	SR-BI DiI-HDL act	Cardiac RTF inh	Arrestin-AP2 inh	LANA DNA inh	PKA-R2B act
> Nc1ccc(Br)cc1Br
→ -2	-21	4	1	-3	21	1	1	0.2	-1
> O=S(=O)(Nc1ncccn1)c1cc(Cl)ccc1Cl
→ -1	4	-1	6	3	-4	3	-6	x	4
> COC(=O)c1c(C(=O)OC)c(-c2ccccc2)n2c1CS(=O)(=O)C2
→ -4	8	0	-2	20	-8	4	25	-0.3	-8
> Cc1ccc(S(=O)(=O)N2CCN(c3ccc(C(=O)N4CCOCC4)cc3[N+](=O)[O-])CC2)cc1
→ 2	15	1	1	7	-15	-11	7	2.1	-1
> CCN1CCC2(CC1)N=C(c1ccc(F)cc1)C(=S)N2C(=O)c1ccc(C(C)(C)C)cc1
→ -4	-2	x	-1	2	2	0	11	-0.2	-13
> Cc1ccc(SCc2nc3ccccc3n2CC(=O)Nc2ccc(Cl)cc2)cc1
→ -5	-19	-1	-6	-18	19	-9	3	0.7	-2
> NC(=O)Nc1ccc(C(=O)N2CCN(S(=O)(=O)Cc3ccccc3)CC2)cc1
→ 0	-32	3	-5	-2	32	-7	-2	0.3	0
> COc1cc(CCCN2C(=S)NC[C@@H]2CCCCN)cc(OC)c1OC
→ 4	-16	x	-5	-3	16	0	-8	0.0	-8
> Cc1ccc2c(c1)C1CN(C)CCC1N2S(=O)(=O)c1cccc(C(F)(F)F)c1 (configuration not stated)
→ 1	-30	5	0	-12	30	-8	-9	1.5	-5
> CSC(=NC#N)N1CCN(c2ccccc2)CC1
→ 1	-16	3	-5	-11	16	-5	9	0.1	-2
> Cc1cccc(-n2ncc(Cl)c(Cl)c2=O)c1
→ -4	-11	1	-5	-11	11	-11	-2	1.8	5
> O=c1[nH]c2ccccc2cc1-c1nnn(-c2ccc(Cl)c(Cl)c2)n1
→ 2	-8	x	1	-5	8	0	9	0.3	0
> CCN(CC)C1CCN(C(=O)c2ccc(OC3CCN(CCc4ccccc4)CC3)cc2)C1 (configuration not stated)
→ 0	-19	29	-5	-10	19	-9	29	3.7	-5
> O=C(COc1ccccc1[N+](=O)[O-])N(Cc1cccc(Br)c1)C1CCS(=O)(=O)C1 (configuration not stated)
→ 5	23	0	-5	-6	-23	3	-6	2.6	-10
> CCOC(=O)N1CCC(N(CCN(C)C)C(=S)Nc2cccc(SC)c2)CC1
→ 1	36	6	0	-6	-36	8	8	-1.7	1
> O=C(c1ccc(S(=O)(=O)Nc2ccccc2)cc1)N1CCCC1
→ 0	4	-3	4	-6	-4	7	1	-0.3	-13
> O=S1(=O)CC/C(=N\Nc2ccc(F)cc2)c2ccsc21
→ 1	17	6	4	2	-17	-3	25	1.4	4
> COc1cccc(OCCNC(=O)c2cc(OC)c(OC)c(OC)c2)c1
→ -3	11	27	-3	0	-11	-5	-9	1.2	6
> O=C(Nc1ccc2oc(-c3ccc4ccccc4c3)nc2c1)c1cccs1
→ 0	64	1	0	-6	-64	-2	-6	-1.1	-9
> Cc1ccc(NC(=O)CN(C)C(=O)COC(=O)C(C)(C)Oc2ccc(Cl)cc2)cc1
→ -4	-9	-4	3	-1	9	-1	33	-1.2	2
> O=C(CCN1C(=O)/C(=C/c2ccc(F)cc2)SC1=S)NCCc1cnc[nH]1
→ -1	21	12	-3	-16	-21	-4	3	1.1	-5
> O=C(Nc1cccc2ccccc12)c1cccc(F)c1
→ -2	33	3	1	-7	-33	-2	-2	-0.7	16
> Cc1cccnc1NC(=O)CCCNC(=O)c1ccc(Cl)cc1
→ 2	-26	1	-1	-16	26	-8	-2	0.7	-1
> O=C(CNC(=O)c1ccc(Br)cc1)N=Nc1c(O)[nH]c2ccc([N+](=O)[O-])cc12
→ 1	-5	8	0	2	5	-7	28	-0.6	0
> COc1cccc(NC(=O)C2=COCCO2)c1
→ -1	-33	1	-1	1	33	-10	30	0.0	5
> COc1ccc(NC(=O)CSCc2cc(=O)n3ccsc3n2)cc1
→ -1	3	0	-2	-8	-3	4	1	-0.5	-1
> O=C(Nc1ccc2c(c1)OCCO2)c1ccc(Cl)c([N+](=O)[O-])c1
→ 0	-4	-1	4	15	4	11	0	1.5	-12
> CC1CN(CC(=O)NC(C)c2ccccc2)CC(C)O1 (configuration not stated)
→ -2	2	1	0	3	-2	-2	1	-0.1	-7
> COc1ccc(Cl)cc1NC(=S)N1CCN(S(C)(=O)=O)CC1
→ -1	-1	10	0	-7	1	-7	-7	-0.3	7
> CC1(C)CC(NC2C3CC4CC(C3)CC2C4)CC(C)(C)N1 (configuration not stated)
→ 0	-22	-2	3	-10	22	-9	-10	-0.2	2
> COC(C/C=C/C(=O)COCc1ccccc1)OC
→ 3	-26	x	-10	-13	26	-2	0	-1.3	-4
> COc1cc(OC)cc(C(=O)Nc2ccccc2C(=O)NC2CC2)c1
→ -3	20	-3	-5	-14	-20	-3	-9	0.7	-5
> Clc1ccc2[nH]cc(-c3nnnn3-c3ccccc3)c2c1
→ -3	37	6	0	18	-37	-40	0	1.1	-7
> CC(=O)Nc1ccc(CCc2nc3ccccc3[nH]2)cc1
→ -1	-16	0	-5	8	16	-4	11	11	1
> O=c1[nH]c2c(s1)C(c1cccnc1)C1C3CCC(C3)C1S2 (configuration not stated)
→ 1	x	x	3	-11	x	-4	1	-0.6	1
> COc1ccc(C(N)=O)cc1N
→ 0	-8	1	0	0	8	-8	3	-0.6	5
> Cc1nc2sc3c(c2c(=O)n1/N=C/c1cccnc1)CCCC3
→ -1	-14	2	-5	-17	14	-1	-4	0.1	-8
> Cc1nc(/C=C/c2ccccc2)cc(/C=C/c2ccccc2)n1
→ -7	12	0	2	3	-12	0	9	0.9	-7
> CCOC(=O)c1cnc2cc(-c3ccc(C)cc3)nn2c1-c1ccccc1
→ -11	29	-2	-7	-14	-29	-3	-8	-0.8	8
> COc1cccc(NC(=O)COC(=O)c2c(F)cccc2Cl)c1
→ -7	-8	1	0	7	8	-3	3	2.8	-1
> O=C(c1cccnc1)N1CCN(S(=O)(=O)c2ccc(Cl)cc2)CC1
→ 2	x	-4	4	2	x	-8	30	-6.1	1
> Cc1ccc(CNS(=O)(=O)NCc2ccc(Cl)cc2)cc1
→ -1	-16	5	1	-15	16	-4	5	2.3	-5
> Cc1ccc(C(=O)OCC(=O)Nc2ccccc2)cc1S(=O)(=O)N1CCCCC1
→ -2	37	-1	2	-4	-37	-1	1	-1.4	-2
> O=C1CC[C@@H](C(=O)N2CSC[C@H]2C(=O)O)N1
→ -1	13	x	-3	-7	-13	-1	-1	0.8	8
> Cc1ccc(-n2cccn2)c(CN2CCC(CO)(CCc3ccccc3)CC2)c1
→ -1	-11	-3	0	-6	11	4	-1	-1.4	-9
> O=C(O)COc1ccc(NC(=O)c2ccco2)cc1
→ 0	-11	x	-2	-12	11	-17	-1	-1.1	12
> COc1ccc(NC(=O)c2oc3ccc(S(=O)(=O)N4CCOCC4)cc3c2C)cc1
→ -2	57	-1	-1	6	-57	-13	33	-0.3	3
> COc1ccc2[nH]c3c4c(ccc3c2c1)C(=O)C=CC4=O
→ 4	7	8	-2	-11	-7	-22	51	-1.2	1
> CC(Sc1nnc(-c2ccc(OC(F)F)cc2)n1N)C(=O)NCC1CCCO1 (configuration not stated)
→ -3	7	x	-4	-16	-7	-12	32	-1.1	-7
> COc1cc(NC(=S)N2CCN(C(=O)C3CCCO3)CC2)c(OC)cc1Cl (configuration not stated)
→ 0	16	0	-6	-11	-16	-12	-2	0.9	1

# Carrying on:
# Under each structure – DAGLB inh	SR-BI DiI inh	NSD2 HMT inh	Keap1 Nrf2 FP	PvdQ acylase	SR-BI DiI-HDL act	Cardiac RTF inh	Arrestin-AP2 inh	LANA DNA inh	PKA-R2B act
> CCN(CC)CCCNC(=O)Cn1nc([N+](=O)[O-])c(Cl)c1C
→ -1	-9	19	-4	-2	9	-33	-5	-0.3	6
> Cc1ccc(CN2C(=O)N/C(=C\c3ccc(N4CCOCC4)cc3)C2=O)cc1
→ 5	30	1	0	-5	-30	17	4	0.2	-2
> CCOC(=O)C1C(c2ccccc2Cl)NC(=O)N(C)C1(O)C(F)(F)F (configuration not stated)
→ 2	-20	-1	1	9	20	3	7	3.4	-6
> O=C(NN=C1CCCCCC1)c1ccncc1
→ 0	-13	-2	0	-11	13	-2	-14	-0.1	-5
> CCCCc1nc(NCCN2CCOCC2)c(C#N)c2c1COC(C)(C)C2
→ 0	-15	-4	-4	11	15	-3	6	-0.1	-6
> O=C1NCCCN1Cc1ccc(F)cc1
→ 0	-17	-1	-1	-7	17	-2	1	0.5	1
> COc1c(F)c(F)c(C(=O)O)c(Nc2ccc(C)cc2)c1F
→ -1	-11	-1	-4	-13	11	3	-7	-1.5	-3
> CC(OC(=O)c1ccccn1)C(=O)Nc1nc(-c2ccc(F)c(F)c2)cs1 (configuration not stated)
→ -4	12	-3	-6	7	-12	2	17	3.6	-5
> CC(=O)c1c(-c2ccccc2)c2cc([N+](=O)[O-])ccc2[nH]c1=O
→ 1	0	-2	-1	4	0	0	-6	15	-3
> COc1cccc(/C=C(/C(=O)OCC(=O)NC2CCCC(C)C2C)c2ccccc2)c1 (configuration not stated)
→ -15	-7	-2	-6	2	7	4	41	-1.3	-3
> Cc1cccc2cc(COC(=O)C(C)C)c(=O)[nH]c12
→ -1	-13	-1	1	7	13	-5	7	-2.3	5
> CC(=O)c1ccc(NC(=O)C(C)OC(=O)CCCN=C2NS(=O)(=O)c3ccccc32)cc1 (configuration not stated)
→ -2	1	-2	0	-7	-1	7	0	-0.2	11
> O=C(N/N=C/c1ccc2c(c1)OCO2)C1CC1
→ 2	-2	x	-7	-5	2	-3	-12	-1.3	7
> O=C(CN1C(=O)NC2(CCc3ccccc32)C1=O)NCc1ccccc1Cl (configuration not stated)
→ -1	5	-5	-4	-8	-5	2	-7	1.9	-3
> COc1ccccc1OCc1ccc(C(=O)c2ccccc2)cc1
→ -17	x	-3	0	-13	x	-6	-4	0.1	0
> CCN(CC)C1CCCCC1NS(=O)(=O)c1ccc(Cl)cc1 (configuration not stated)
→ 0	4	x	-1	-17	-4	-9	10	-0.5	1
> O=C(COc1ccc(F)cc1)NNC(=O)Cn1ccc(C(F)(F)F)n1
→ -2	-9	1	-3	-1	9	-3	11	1.2	7

# Molecules above with a furan ring, fused or not, in the order listed:
# Under each structure – DAGLB inh	SR-BI DiI inh	NSD2 HMT inh	Keap1 Nrf2 FP	PvdQ acylase	SR-BI DiI-HDL act	Cardiac RTF inh	Arrestin-AP2 inh	LANA DNA inh	PKA-R2B act
> O=C(O)COc1ccc(NC(=O)c2ccco2)cc1
→ 0	-11	x	-2	-12	11	-17	-1	-1.1	12
> COc1ccc(NC(=O)c2oc3ccc(S(=O)(=O)N4CCOCC4)cc3c2C)cc1
→ -2	57	-1	-1	6	-57	-13	33	-0.3	3

# Compound activity deposited in PubChem by several laboratories.
